Screening data from PubChem.
BAP1 block: blocks human BAP1 ubiquitin-AMC hydrolysis | Q92560 | recombinant BAP1, Ub-AMC hydrolysis fluorescence kinetic; hits give low values | activity remaining (% of control), % at 20 µM | 72,000 tested, 0.48% active | AID 436;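 active means activity remaining at or below 50% of control, provided the compound also passes the data quality filters; inactive means the rest, including low values that fail the filters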;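 further: 100% = DMSO wells rate and 0% = substrate alone blank rate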
Target sequence (Q92560 whole entry, looked up): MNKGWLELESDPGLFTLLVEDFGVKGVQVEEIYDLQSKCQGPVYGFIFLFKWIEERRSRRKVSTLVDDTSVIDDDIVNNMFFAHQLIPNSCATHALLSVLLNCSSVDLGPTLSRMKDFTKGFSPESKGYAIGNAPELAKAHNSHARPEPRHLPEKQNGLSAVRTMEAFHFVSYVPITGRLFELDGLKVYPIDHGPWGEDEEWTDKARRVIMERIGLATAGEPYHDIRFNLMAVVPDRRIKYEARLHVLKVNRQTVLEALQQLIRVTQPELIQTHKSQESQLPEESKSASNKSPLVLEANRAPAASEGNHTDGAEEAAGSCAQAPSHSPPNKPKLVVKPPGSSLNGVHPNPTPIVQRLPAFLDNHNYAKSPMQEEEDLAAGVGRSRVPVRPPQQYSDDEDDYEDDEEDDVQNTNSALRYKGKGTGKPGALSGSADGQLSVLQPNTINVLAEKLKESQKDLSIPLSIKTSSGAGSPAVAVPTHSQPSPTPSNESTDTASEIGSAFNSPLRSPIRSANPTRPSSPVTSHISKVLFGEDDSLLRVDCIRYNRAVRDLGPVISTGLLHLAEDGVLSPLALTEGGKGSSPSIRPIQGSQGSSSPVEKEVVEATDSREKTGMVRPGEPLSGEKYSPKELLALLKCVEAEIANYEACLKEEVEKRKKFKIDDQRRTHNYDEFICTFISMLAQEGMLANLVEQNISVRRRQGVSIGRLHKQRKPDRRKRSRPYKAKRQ
HePTP inh: blocks human HePTP tyrosine phosphatase; P35236; recombinant HePTP phosphatase activity, OD absorbance; inhibition, % at 20 µM; 110,000 tested, 0.64% active; AID 521; in the data active means inhibition above about 50%;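 further: plate controls were vehicle for no effect and reference inhibitor for full effect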
Target sequence (P35236 whole entry, looked up): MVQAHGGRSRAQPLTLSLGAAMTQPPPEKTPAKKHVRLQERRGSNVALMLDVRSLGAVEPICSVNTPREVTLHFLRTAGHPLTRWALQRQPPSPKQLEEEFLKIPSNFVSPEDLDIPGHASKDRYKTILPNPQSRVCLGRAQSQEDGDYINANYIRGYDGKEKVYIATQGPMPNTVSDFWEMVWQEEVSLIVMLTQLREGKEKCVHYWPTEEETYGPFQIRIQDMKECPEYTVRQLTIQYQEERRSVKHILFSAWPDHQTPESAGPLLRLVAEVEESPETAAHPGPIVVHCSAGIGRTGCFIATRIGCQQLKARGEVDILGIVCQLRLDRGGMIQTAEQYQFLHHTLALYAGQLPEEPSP
Starred values were filed as active, the others as inactive; · = no result given; & = joins results of further samples. Not a hit list (roughly 0.91% active in at least one column).

HePTP inh | BAP1 block | Structure
12&7 | 101 | CCOC(=O)CCNC(=O)c1ccccc1Br
5 | 99 | COc1ccc(OC)c(CNC(=O)C2CCCN(c3nc4ccccc4o3)C2)c1 (configuration not stated)
-1 | 96 | CS(=O)(=O)N1CCC(C(=O)Nc2c(F)cccc2F)CC1
· | 95 | O=C(CCCN1CCC(O)(c2cccc(C(F)(F)F)c2)CC1)c1ccc(F)cc1
5 | 79 | Cc1ccc(-n2c(SCC3CCCCO3)nnc2-c2ccco2)cc1 (configuration not stated)
-12 | · | CC(=O)C1=C(O)C(=O)N(CCCC(=O)O)C1c1ccc(F)cc1 (configuration not stated)
6 | 86 | COc1cc(C2N(c3cccc(Cl)c3)C(=O)C3CCCN32)cc(OC)c1OC (configuration not stated)
4 | 126 | COc1ccc(-c2cc3ccccc3n2CC(O)CNC(CO)(CO)CO)cc1 (configuration not stated)
7 | 61 | O=C(CCN1CCCC1)Nc1cccc(Br)c1
2 | 104 | CC(=O)Nc1nc(C)c(Oc2ccccc2)c(=O)[nH]1
-4 | 82 | O=C(Nc1scc(-c2ccc(F)cc2)c1C(=O)O)c1ccco1
-1 | · | O=C1N(c2ccccc2)C(c2ccc(Cl)cc2)N2CCCN12 (configuration not stated)
-5 | 62 | CCOC(=O)N1CCN(CC(=O)Nc2c(C(=O)OC)[nH]c3ccc(Cl)cc23)CC1
7 | · | COc1cc([N+](=O)[O-])ccc1N/C(N)=N\c1nc(C)cc(C)n1
0 | · | COc1ccc(OC)c(NC(=O)c2ccc(OCC(C)C)cc2)c1

Molecules above that have sulfur:
HePTP inh | BAP1 block | Structure
-1 | 96 | CS(=O)(=O)N1CCC(C(=O)Nc2c(F)cccc2F)CC1
5 | 79 | Cc1ccc(-n2c(SCC3CCCCO3)nnc2-c2ccco2)cc1 (configuration not stated)
-4 | 82 | O=C(Nc1scc(-c2ccc(F)cc2)c1C(=O)O)c1ccco1

More results.
HePTP inh | BAP1 block | Structure
10 | · | O=C(Nc1cccc2nsnc12)c1cccc(OCc2ccccc2)c1
1 | 85 | CC(C)CCSc1nc(N2CCOCC2)c2c(c1C#N)CC(C)(C)OC2
18 | · | C#CCOc1ccc(C=C2C(=O)NC(=S)NC2=O)cc1Br
6 | 103 | C/C(Cl)=C/Cn1c(N2CCCC2)nc2c1c(=O)n(C)c(=O)n2C
11&-2 | 57 | Cc1ccc(C2C(C#N)=C(N)Oc3c2sc2ccccc32)o1 (configuration not stated)
5 | 104 | CC(C)(C)NC(=O)Cn1nnc(-c2ccc(S(C)(=O)=O)cc2)n1
-3 | 98 | Cc1ccccc1-c1noc(-c2ccccc2C(=O)N2CCCC2)n1
4 | 80 | CCn1c2ccccc2c2nnc(SCC(=O)c3ccccc3)nc21
2 | · | CS(=O)(=O)N(CC(=O)Nc1cc(Cl)cc(Cl)c1)c1ccc(Cl)cc1
5 | · | Cc1ccc(C(=O)Nc2ccc(NC(=O)c3ccc(Br)cc3)cc2)cc1
-14 | · | Cc1cc(C)c2c(NCSCc3ccccc3)c(C#N)sc2n1
· | 96 | COC1=C(OC)C(=O)c2ccccc2C1=O
5 | · | O=C(N=Nc1c(O)n(CN2CCCC2)c2ccc(Br)cc12)c1cccnc1
15 | 97 | O=C(CN(Cc1ccco1)C(=O)CNS(=O)(=O)c1ccc(Cl)cc1)NCc1ccc(F)cc1
-8 | 95 | O=C(O)CCCC(=O)Nc1cccc2cccnc12

The list goes on; it opens with the 5 that closed the last part.
HePTP inh | BAP1 block | Structure
-14 | · | Cc1cc(C)c2c(NCSCc3ccccc3)c(C#N)sc2n1
· | 96 | COC1=C(OC)C(=O)c2ccccc2C1=O
5 | · | O=C(N=Nc1c(O)n(CN2CCCC2)c2ccc(Br)cc12)c1cccnc1
15 | 97 | O=C(CN(Cc1ccco1)C(=O)CNS(=O)(=O)c1ccc(Cl)cc1)NCc1ccc(F)cc1
-8 | 95 | O=C(O)CCCC(=O)Nc1cccc2cccnc12
6 | 109 | O=C(O)C1CCCN1C(=O)c1cncc(Br)c1 (configuration not stated)
10 | 99 | COc1ccc(NC(=O)c2cccnc2)c(OC)c1
11 | 100 | Cc1ccccc1NC(=O)c1ocnc1C
1 | 91 | Cc1cc(C)nc(NC(=O)CCCC(=O)O)c1
4 | 88 | CN(CC1CCCO1)S(=O)(=O)c1ccc(C(=O)Nc2nc(-c3ccccn3)cs2)cc1 (configuration not stated)
-12 | · | CCOc1ccc(C(=O)Nc2cccc(-c3nc4cc(Cl)ccc4o3)c2C)cc1Br
1 | · | CCCOc1ccc2nc(C)c(CCC)c(Cl)c2c1
4 | · | N#C/C(=C\c1ccc(OCc2ccccc2)cc1)c1nc(-c2ccc(Br)cc2)cs1
9 | · | Clc1ccc(-c2noc(-c3ccc(Cl)cc3Cl)n2)cc1
10 | 93 | CCOC(=O)c1c(CN(C)C)n(C)c2ccc(OC(C)=O)cc12
-5 | 65 | CCCCc1ccc(NC(=O)COCC)cc1
3 | 85 | COc1cccc(C2c3c(oc4ccc(F)cc4c3=O)C(=O)N2CCCN2CCOCC2)c1 (configuration not stated)
5 | · | COc1ccccc1C/C(N)=N/OC(=O)COc1ccc(Cl)cc1
3 | · | CC(C)OC(=O)c1c(-c2ccc(F)cc2)csc1N
2 | 59 | CCN1C(=O)c2cccc3c(S(=O)(=O)Nc4ccccn4)ccc1c23

HePTP inh | BAP1 block | Structure
6 | 103 | Cc1ccc(Nc2ncnc3nc[nH]c23)cc1Cl
-13 | · | CNC(=O)CN(c1ccc(OC)cc1)S(=O)(=O)c1ccc(C)cc1
-3 | 71 | COC(=O)C1=C(C)N=c2s/c(=C3\C(=O)Nc4ccccc43)c(=O)n2C1c1ccccc1 (configuration not stated)
11 | 85 | COc1cc2c(=O)n(CC3CCCO3)c(=O)n(CC(=O)Nc3ccc(F)cc3F)c2cc1OC (configuration not stated)
6 | 92 | Cc1occc1C(=O)NC1CCCc2ccccc21 (configuration not stated)
-7 | 93 | Cn1nc(-c2ccc(Cl)cc2)c2cc(C(=O)NCCN3CCOCC3)sc21
2 | · | O=C(COc1ccccc1[N+](=O)[O-])Nc1ccc2oc(-c3cc(Br)ccc3Cl)nc2c1
-12 | 86 | COC(=O)CNC(=O)c1nn(-c2cccc(OC)c2)c(=O)c2ccccc12
5 | · | CC1(C)CC(=O)c2cc(OCC(=O)NCc3cccnc3)ccc2O1
-12 | · | Cc1ccc(CNC(=O)CN2C(=O)c3ccccc3C2=O)cc1
15 | 104 | O=C(Nc1cccnc1N1CCOCC1)c1ccco1
· | 132 | CCc1cc2c(=O)c(-c3nc4ccccc4s3)c(C)oc2cc1OC(C)=O
2 | · | O=C(COc1ccc2ccccc2c1)Nc1ccc(S(=O)(=O)Nc2nccs2)cc1
12 | 112 | O=c1ccccn1Cc1ccccc1F
0 | 77 | CCOc1cc(/C=N/n2cnnc2)cc(Br)c1O

HePTP inh | BAP1 block | Structure
2 | · | O=c1[nH]c(NCCO)nc2ncn(Cc3ccccc3)c12
4 | 105 | CCOC(=O)N1CCN(Cc2ccccn2)CC1
6 | · | Cc1c(NS(=O)(=O)c2ccc(F)cc2)c(=O)n(-c2ccccc2)n1C
6 | 75 | Cc1coc2c(O)cc3c(c12)OC1(N2CCCCC2)C(=O)NCCCC31 (configuration not stated)
8&6 | 85 | Cc1nn(C)c(C)c1Sc1ccc(Br)cc1
1 | · | O=C(Nc1cccc(F)c1)Nc1ccccn1
-9 | 97 | COc1ccc(C(=O)N(Cc2ccc(N(C)C)cc2)C2CCS(=O)(=O)C2)cc1 (configuration not stated)
4&6 | 80 | CCCn1c(SCC(=O)O)nc2ccccc21
7 | 122 | COCCOCCOCCC(=O)NC1CC2CCC1(C)C2(C)C (configuration not stated)
7 | 125 | Cc1ccc(F)cc1NC(=O)c1cccc(N(C)C)c1
5 | · | c1ccc(COc2ccc(C3Nc4cccc5cccc(c45)N3)cc2)cc1
-4 | · | CCCOC(=O)c1ccc(NC(=O)c2ccc(-c3cccc(Cl)c3)o2)cc1
-12 | · | O=C(O)/C=C/C(=O)Nc1ccccc1-c1ccccc1
6 | 100 | CCCCn1c(SCC(=O)Nc2cc(C)on2)nnc1-c1cccnc1
7 | 135 | CCCC(c1nnnn1Cc1ccccc1)N1CCN(c2ccccc2OC)CC1 (configuration not stated)

HePTP inh | BAP1 block | Structure
6 | · | CCOc1ccc(S(=O)(=O)N/N=C/c2c(C)[nH]c(=O)[nH]c2=O)cc1
1 | · | CC(=O)NC1C(O)CC2C3CC=C4CC(O)CCC4(C)C3CCC21C (configuration not stated)
49 | 98 | NS(=O)(=O)c1ccc(NC(=O)N[C@@H](Cc2ccccc2)C(=O)O)cc1
4 | 94 | O=C(Cn1nc(-c2ccccc2)ccc1=O)NCc1ccc2c(c1)OCO2
0 | 127 | COc1ccc2[nH]c(=O)c(CN(CC3CCCO3)C(=O)Nc3ccc(F)cc3)cc2c1 (configuration not stated)
0 | · | O=C(Nc1ccc(Cl)c(Cl)c1)c1ccc(Br)o1
2 | 95 | COc1ccc(-c2nc(-c3ccccc3OC)no2)cc1OC
2 | 120 | CCOc1ccc(-n2ccnc2SCC(=O)Nc2nnc(C)s2)cc1
-17 | · | Cc1ccc(NC(=O)COc2ccc3ccccc3c2)cc1
-6 | · | CCN(C1CCCCC1)S(=O)(=O)c1ccc(F)cc1
2 | · | COC(=O)c1ccccc1NC(=O)Cc1ccc(OC)c(OC)c1
-5 | · | O=C1c2cc3ccccc3cc2C(=O)N1c1ccc(O)cc1
-1 | 100 | CCN(CC)S(=O)(=O)c1ccc(NC2c3ccccc3C(=O)N2CCN2CCOCC2)cc1 (configuration not stated)
-7 | · | COc1ccc2oc(C)c(C(O)c3ccccc3)c2c1 (configuration not stated)
6 | 93 | O=C(CN1CCN(C(=O)N2CCOCC2)CC1)Nc1ccc(Br)cc1

HePTP inh | BAP1 block | Structure
4 | 109 | COc1ccc(CN(Cc2nc3ccccc3c(=O)[nH]2)C(=O)NC2CCCCC2)cc1
4 | 69 | COc1cc(CNc2cccc(F)c2)cc(Br)c1O
0 | · | COC(=O)c1c(C)oc2ccc(NS(=O)(=O)c3ccc(F)cc3)cc12
7 | 99 | O=C(c1cc2c(=O)oc3ccccc3c2s1)N1CCN(c2ncccn2)CC1
8 | · | O=C(NC(=S)Nc1ccccc1SC(F)(F)C(F)(F)C(F)(F)F)c1cccs1
2 | 96 | Cc1ccc(CNc2ccc(N3CCOCC3)cc2)s1
· | 100 | CCCNC(C)C(=O)Nc1ccccc1C (configuration not stated)
0 | · | CCOC(=O)c1c(C)[nH]c(C(=O)COc2ccc3c(c2)OCO3)c1C
14 | 93 | CCn1c(=O)cc(SCC(=O)N2CCN(c3ccccc3OC)CC2)c2ccccc21
2 | 89 | Cc1ccc(C(=O)NC2CCCCCC2)cc1N1CCCC1=O
6 | 123 | Cc1ccc(C(=O)c2cncc(Br)c2)cc1
12 | 87 | CCOC(=O)C1=C(CNCc2ccccc2Cl)NC(=O)NC1c1ccc2c(c1)OCO2 (configuration not stated)
6 | 100 | CCOc1ccc(NC(=O)CSC(N)=O)cc1
4 | · | COc1cc(OC)c(C(=O)N2CC(=O)Nc3ccccc32)c(OC)c1
-5 | · | CCN(CC)c1ccc(N=Cc2c(O)n(C)c(=S)n(C)c2=O)cc1

HePTP inh | BAP1 block | Structure
9 | 102 | COc1ccc(NC(=O)c2ccco2)cc1NC(=O)c1ccc(C)cc1
3 | · | Brc1ccc(OCCOc2ccc(/C=N/n3cnnc3)cc2)cc1
7 | 93 | CCC(c1nnnn1C1CCCC1)N1CCN(c2ccccc2)CC1 (configuration not stated)
1 | · | O=[N+]([O-])c1ccc(Sc2nc3ccccc3s2)c(C(F)(F)F)c1
6 | · | Cn1c(=O)c2c(nc(N/N=C/c3ccccc3Cl)n2Cc2ccccc2)n(C)c1=O
-30 | · | COC(=O)c1ccccc1NC(=O)c1cccc(F)c1
6 | 145 | Cc1nn(CC(O)Cn2c3c(c4ccccc42)CCN(C)C3=O)c(C)c1Br (configuration not stated)
9 | · | COc1ccc(Br)cc1CN1CCN(Cc2ccc([N+](=O)[O-])cc2)CC1
5 | 96 | O=C(CNC(=O)c1ccco1)OCC(=O)c1ccccc1
-4 | 83 | CC1=CCC2C(=O)N(c3nc4ccccc4n3C)C(=O)C2C1 (configuration not stated)
3 | 90 | O=C(CSc1nnc(Cc2ccccc2)n1-c1cccc(Cl)c1)N1CCOCC1
10 | 93 | O=C1CN(C(=O)c2cccs2)c2ccccc2N1
6 | 70 | CCCCCOC(=O)c1[nH]c2c(c1C)C(=O)CC(c1ccco1)C2 (configuration not stated)
10 | · | CCOC(=O)/C(C#N)=C/c1ccc(OC)cc1OC
-6 | 103 | Nc1nonc1C(=O)NCCNCc1ccccc1OCc1ccccc1F

Sorted by length of the SMILES (lowest first): some entries from above
HePTP inh | BAP1 block | Structure
10 | 93 | O=C1CN(C(=O)c2cccs2)c2ccccc2N1
-6 | 103 | Nc1nonc1C(=O)NCCNCc1ccccc1OCc1ccccc1F
-4 | 83 | CC1=CCC2C(=O)N(c3nc4ccccc4n3C)C(=O)C2C1 (configuration not stated)
1 | · | O=[N+]([O-])c1ccc(Sc2nc3ccccc3s2)c(C(F)(F)F)c1
6 | 145 | Cc1nn(CC(O)Cn2c3c(c4ccccc42)CCN(C)C3=O)c(C)c1Br (configuration not stated)

The list goes on.
HePTP inh | BAP1 block | Structure
-8 | · | O=C(CCCOc1ccc(Cl)cc1Cl)Oc1ccc(Cl)cc1Cl
1 | · | Cc1nnc(C)n1/N=C/c1ccccc1Br
11 | 108 | O=C1c2ccccc2C(=O)N1CCCc1nc(-c2cccnc2)no1
-1 | 101 | Cc1nn2c3ccccc3nc2c2ccccc12
